Source: PubChem (several laboratories)
Keap1-Nrf2 PPI: Keap1-Nrf2 (human) interaction inhibition. Q14145. Keap1 Kelch-Nrf2 peptide fluorescence polarization, 1536-well. inhibition, % at 9.4 µM. 340,000 tested, 0.15% active. AID 504523; in the data active = inhibition above about 12%;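 also: human Keap1 Kelch domain with fluorescein labeled Nrf2 9mer peptide probe; 0% = neutral control wells and 100% = peptide positive control; higher means more block of Keap1 binding to Nrf2 peptide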
Cardiac RTF inh: cardiac RTF calcium desensitization; P19429+P45379; IANBD-labeled cardiac RTF, Ca2+ fluorescence; inhibition, % at 7.15 µM; 340,000 tested, 0.12% active; AID 493244;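 active = inhibition above the mean inhibition of all tested compounds plus 3 SD, cut at about 17% in these data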;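 also: assay run at fixed EC70 calcium of 1.6 mM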
OPRM1-OPRD1 inv: mu-delta opioid heterodimer inverse agonism | P35372+P41143 | cell-based MOR-DOR heterodimer luminescence | inhibition, % at 9.3 µM | 340,000 tested, 0.21% active; in the data active = inhibition above about 22%, passing the limit was not always enough;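 also: 0% = cells with DMSO and 100% = wells without cells with DMSO; values of inactives mirror those of a sister screen read the other way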
Target sequence (P35372 whole entry, looked up): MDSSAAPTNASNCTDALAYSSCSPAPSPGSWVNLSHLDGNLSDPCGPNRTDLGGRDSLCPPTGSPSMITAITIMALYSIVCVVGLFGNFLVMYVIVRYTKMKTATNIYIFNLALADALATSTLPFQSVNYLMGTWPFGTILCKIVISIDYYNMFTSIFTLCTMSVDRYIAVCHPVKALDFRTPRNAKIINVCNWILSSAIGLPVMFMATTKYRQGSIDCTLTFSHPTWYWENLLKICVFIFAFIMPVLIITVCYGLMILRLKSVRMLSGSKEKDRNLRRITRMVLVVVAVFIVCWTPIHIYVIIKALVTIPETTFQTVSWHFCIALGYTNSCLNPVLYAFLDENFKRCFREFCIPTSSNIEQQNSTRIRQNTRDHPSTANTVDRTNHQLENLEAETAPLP
Target sequence (P41143 whole entry, looked up): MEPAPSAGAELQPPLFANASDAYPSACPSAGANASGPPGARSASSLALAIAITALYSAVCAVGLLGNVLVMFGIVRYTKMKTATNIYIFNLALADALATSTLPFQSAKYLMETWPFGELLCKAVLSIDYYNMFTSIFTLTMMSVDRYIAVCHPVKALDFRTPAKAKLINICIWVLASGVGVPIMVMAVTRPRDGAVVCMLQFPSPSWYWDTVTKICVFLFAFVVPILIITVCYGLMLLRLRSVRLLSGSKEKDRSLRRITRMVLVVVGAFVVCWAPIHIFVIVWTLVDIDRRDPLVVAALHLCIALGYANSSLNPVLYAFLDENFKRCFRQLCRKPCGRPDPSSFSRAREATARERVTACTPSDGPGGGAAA
RTF Ca sens act: cardiac RTF calcium sensitization; P19429+P45379; IANBD-labeled TnC RTF fluorescence at EC20 calcium; 0% EC20 calcium, 100% full calcium; activation, % at 7.2 µM; 340,000 tested, 0.24% active; AID 493008;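 active = activation above the mean over all tested compounds plus 3 SD, cut at about 30% in these data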;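 also: rise in fluorescence read as greater calcium sensitivity of cardiac thin filaments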
CAL PDZ FP: inhibitors of human CAL PDZ peptide binding; inhibition, % at 24.9 µM; AID 602252; purified CAL PDZ, TMR-peptide fluorescence polarization, 1 h; 300,000 tested, 0.92% active; Q9HD26;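 active = mean inhibition of at least 30% with at least half of replicates also reaching 30%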;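 also: 0% = DMSO neutral control and 100% = excess unlabeled competitor peptide PRC23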
MOR-DOR ag: agonists of human mu-delta opioid receptor heterodimerization | cells, OPRM1-OPRD1 heterodimerization, luminescence | activation, % at 9.3 µM | 340,000 tested, 0.3% active; in the data active = activation above about 18%;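 also: 0% = vehicle-treated cells and 100% = reference agonist; values of inactives mirror those of a sister screen read the other way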
HTR5A inv ctr: inverse agonist of human HTR5A in OPRM1-OPRD1 counter-screen; P47898; 340,000 tested, 0.083% active; HTR5A cell line, luminescence, inverse agonism; AID 504634; inhibition, % at 9.3 µM; in the data active = inhibition mostly above about 23%, no sharp cut-off; inactive = mostly below about 18%;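 also: 0% = cells with DMSO and 100% = no-cell wells with DMSO; some compounds called inactive have numbers as strong as hits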
C-LANA FP: inhibitors of KSHV LANA C-terminal domain DNA binding | MBP-C-LANA/FAM-LBS DNA binding, fluorescence polarization | inhibition, % at 9 µM | 340,000 tested, 0.078% active | AID 504423;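 active = highest replicate inhibition at or above 60% at 9 µM, even if other replicates fall short; inactive = all replicates below 60% inhibition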;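 also: 0% = neutral control wells and 100% = 4 µM acridine orange control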
V-ATPase pHluor: regulators of yeast V-ATPase proton transport. AID 504577. S. cerevisiae, pHLuorin cytosolic pH fluorescence. response, % at 10 µM. 350,000 tested, 0.37% active; in the data active = response mostly above about 7.3%, no sharp cut-off; inactive = mostly below about 5.4%; also: actives read high; inactives centre near 0; some compounds called inactive have numbers as strong as hits; reference of the scale not given here
HTR5A ag: counter-screen for OPRM1-OPRD1 agonists: human HTR5A agonism. P47898. HTR5A agonist assay, luminescence, cell-based. activation, % at 9.3 µM. 340,000 tested, 0.61% active. AID 504692; in the data active = activation mostly above about 9.5%, no sharp cut-off; inactive = mostly below about 7.6%;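 also: 0% = cells with vehicle only and 100% = reference agonist; strong numbers were not always called active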
Numbers without * were called inactive; nt = not tested or not shown.

SMILES	Keap1-Nrf2 PPI	Cardiac RTF inh	OPRM1-OPRD1 inv	RTF Ca sens act	CAL PDZ FP	MOR-DOR ag	HTR5A inv ctr	C-LANA FP	V-ATPase pHluor	HTR5A ag
CCc1cc2c(COC(=O)c3cc(S(=O)(=O)N4CCOCC4)ccc3F)cc(=O)oc2cc1O	1	-10	12	-1	-6	-3.0	0	0.6	3	0
Cc1ccc2[nH]c(CNC(=O)C3CCCCC3)cc2c1	-5	-11	-9	-4	-4	1.9	6	-0.7	0	-2
CC(C)n1c(-c2ccccc2F)n[nH]c1=S	-3	-2	-3	-3	-5	0.6	-25	-1.3	-2	-1
Cc1ccc(C(=O)Nc2ccc(C(=O)N/N=C/c3ccc(C)o3)cc2)cc1	-5	3	-88	-6	-8	13	-42	0.6	-1	3
Clc1ccc(C2[C@H]3CN(CC4CCCCC4)[C@H](c4ccccc4)C34CC2(c2cccnc2)C4)cn1 (stereo partly drawn)	-6	-8	9	4	3	-1.7	-3	-0.3	2	-1
COc1ccc(Cn2c(=O)[nH]c3cc(C(=O)N4CCN(Cc5ccccc5)CC4)ccc3c2=O)cc1	3	0	-5	-2	-3	0.8	-15	1.6	4	6
CCCc1nc(SCC(=O)Nc2nnc(CC)s2)c2c(=O)n(C)c(=O)n(C)c2n1	0	3	12	4	-2	-3.8	-1	-0.1	5	1
CCOC(=O)c1sc(NC(=O)C2CC(=O)N(c3ccc(OCC)cc3)C2)nc1C (stereo not drawn)	-3	9	-12	-7	-7	1.7	0	-1.1	10	-1
CC(CNC(=O)Cn1ccc2cc(S(=O)(=O)N3CCCC3)ccc21)c1ccccc1 (stereo not drawn)	-4	3	15	-3	2	-2.9	4	1.5	2	0
CCOc1ccc(N(CC(=O)NCCSc2ccccn2)S(C)(=O)=O)cc1	-3	-6	14	6	1	-2.5	0	-0.4	4	0
CC(C)C(=O)N[C@@H]1c2ccccc2CC[C@@H]1O	-3	-4	14	-2	-1	-2.8	0	1.7	-1	0
CCCCOc1ccc(C(=O)N/C(=C\c2cccc([N+](=O)[O-])c2)C(=O)OCCC)cc1	-7	-10	-21	4	-2	4.3	-9	3.3	3	4
Cc1cccn2c(=O)nc(SCC(=O)N3N=C(c4cccs4)CC3c3ccc(F)cc3)nc12 (stereo not drawn)	-7	3	28	2	nt	-5.7	25	-0.5	1	2
Cn1c(Cn2c(=O)sc3ccccc32)nnc1SCC(=O)N1CCCC1	-4	4	10	0	5	-2.0	-2	1.6	1	1
CC1=CC(=O)C(C(C)C)=C/C1=N/OC(=O)c1cccc([N+](=O)[O-])c1	-2	4	13	8	-1	-2.3	8	-1.1	-2	-2
CN(C)S(=O)(=O)c1cccc(C(=O)Nc2ccccc2Cl)c1	3	0	13	-3	3	-2.5	1	0.2	-1	0
COc1c2ccoc2c(OC(C)=O)c2oc(C)cc(=O)c12	-4	-14	18	-7	4	-3.6	-37	2.4	-3	9.8*
C=CCNC(=O)c1n[nH]c2c1CC(C(C)(C)CC)CC2 (stereo not drawn)	1	-1	-8	3	-5	1.5	-5	0.4	0	3
CN(CC(=O)Nc1c(Cl)cccc1Cl)C(=O)Cc1ccsc1	3	-2	13	-2	1	-2.6	5	-1.4	-4	-1
CN1CCN(Cc2nc(-c3cccs3)no2)CC1c1ccccc1 (stereo not drawn)	-6	3	5	0	-7	-0.7	3	-0.5	nt	4
Cc1cnc(NC(=O)CSc2nnc3ncccn23)s1	-3	-2	18	0	0	-2.9	11	-0.5	-2	-1
COc1ccc2c(c1)C(=O)Nc1cc(Cl)ccc1N2	-1	-3	14	-1	nt	-2.7	-2	-1.0	3	-2
COc1ccc(CN(CC(=O)NC2CCCC2)C(=O)CCC(=O)Nc2nc(C)cs2)cc1	3	-1	8	-6	-4	-1.3	7	-0.4	-1	1
Cc1ccc(CN2CCC(C(=O)NCCC(C)C)CC2)o1	-3	-3	-7	4	2	1.1	-15	1.1	-1	0
CC1CN(C(=O)COC(=O)c2ccc(Cl)nc2)CC(C)O1 (stereo not drawn)	2	3	12	0	-17	-2.6	0	1.5	-1	0
Cc1nn(-c2ccccc2)cc1/C=N/NC(=O)c1cccs1	-2	-10	2	3	15	-0.5	-16	-0.5	-1	2
CSc1nc(N(C)C)nc(N(C)C#N)n1	2	2	11	4	nt	-2.0	-34	-1.4	-2	0
CC(C)CCNC(=O)C1CC(c2cccc([N+](=O)[O-])c2)=NO1 (stereo not drawn)	-1	4	22	7	-1	-3.8	-11	0.6	-1	4
O=C(NCCCn1ccnc1)C(Cc1ccccc1)N1C(=O)c2ccccc2C1=O (stereo not drawn)	-2	5	15	-4	-2	-3.0	10	-0.3	5	1
CCOC(=O)c1cnc(-c2ccccc2)nc1Oc1ccc(OC)cc1	1	-7	4	-1	0	-0.9	-7	1.3	-2	-9
COc1cccc(NS(=O)(=O)c2ccc3c(c2)CCN3C(C)=O)c1	-3	0	7	5	1	-1.3	-11	-0.9	0	3
Nc1ccccc1SCc1cn2cccnc2n1	0	-6	7	3	-3	-1.4	3	0.3	0	-1
COc1ccc(Cc2nnc(NS(=O)(=O)c3ccc(NC(C)=O)cc3)s2)cc1	-5	-3	4	-3	-1	-0.7	-5	1.4	2	5
Cc1c(C(=O)Nc2ccccc2)cn2c(nc3ccccc32)c1C#N	0	5	6	6	28	-1.1	-12	2.5	-1	1
CCN(c1ccccc1)c1cc2ccccc2c(=O)[nH]1	-2	-6	1	-6	-5	-0.2	3	0.3	-8	-1
COc1cc(NC(=O)CN2C(=O)NC(c3ccccc3)(c3ccccc3)C2=O)cc(OC)c1	-4	-6	16	1	-3	-2.9	-3	-1.6	-5	1
Nc1nc(N2CCCCC2)nc(N2CCCCC2)n1	-3	-11	11	-4	-1	-2.0	1	0.9	-1	0
COc1cc([N+](=O)[O-])ccc1NC(=O)CN1CCc2cc(OC)c(OC)cc2C1	-4	-3	11	-3	2	-2.4	-18	-2.7	2	5
O=C(Nc1ccc2c(c1)OCCO2)C1CCN(C(=O)c2ccc(Cl)cc2)CC1	-10	4	10	-3	-2	-2.0	-19	-1.5	-3	7
Cn1nnc2cc(C(=O)NC3CCCCC3)ccc21	2	-18	10	-4	-3	-2.1	20	-0.4	2	3

Profiles, looked up by structure. Order of values: Keap1-Nrf2 PPI, Cardiac RTF inh, OPRM1-OPRD1 inv, RTF Ca sens act, CAL PDZ FP, MOR-DOR ag, HTR5A inv ctr, C-LANA FP, V-ATPase pHluor, HTR5A ag
CCOC(=O)c1sc(NC(=O)C2CC(=O)N(c3ccc(OCC)cc3)C2)nc1C (stereo not drawn) as listed: -3, 9, -12, -7, -7, 1.7, 0, -1.1, 10, -1
Nc1ccccc1SCc1cn2cccnc2n1 as listed: 0, -6, 7, 3, -3, -1.4, 3, 0.3, 0, -1
CCOC(=O)c1cnc(-c2ccccc2)nc1Oc1ccc(OC)cc1 as listed: 1, -7, 4, -1, 0, -0.9, -7, 1.3, -2, -9

Next section:
SMILES	Keap1-Nrf2 PPI	Cardiac RTF inh	OPRM1-OPRD1 inv	RTF Ca sens act	CAL PDZ FP	MOR-DOR ag	HTR5A inv ctr	C-LANA FP	V-ATPase pHluor	HTR5A ag
COc1ccc(C(=O)N2CCN(c3ccc(NC(=O)c4cccs4)cc3)CC2)cc1	0	-7	1	5	-1	-0.1	1	-1.5	-82	0
COc1ccc2c3n(nc2c1)CCN=C3c1ccc(Cl)cc1	-2	2	15	0	-1	-2.6	2	-0.8	3	-1
S=C(c1cn(CCOc2cccc3ccccc23)c2ccccc12)N1CCCC1	-12	-3	3	0	1	-0.4	-5	-0.4	-2	2
O=C(Cc1cccs1)NCc1cccc(Br)c1	-5	-9	18	6	-2	-4.1	-4	0.3	0	1
CC(CCc1ccccc1)NC(=O)C(Cc1ccccc1)NC(N)=O (stereo not drawn)	2	-14	16	-3	-5	-2.5	8	-2.3	-3	3
COc1ccc(OC)c(/C=C2\SC(=S)N(Cc3cccnc3)C2=O)c1	5	-15	6	9	4	-1.3	-1	2.2	-3	1
O=C(Cc1cccs1)N=Nc1c(O)[nH]c2ccc(Br)cc12	2	-3	19	1	-3	-3.4	18	0.4	4	-6
O=C(CN1C(=O)NC2(CCCC2)C1=O)N1CCN(Cc2ccccc2)CC1	3	-3	1	-4	-2	-0.1	10	0.1	-2	-4
CCCn1nnc(NC(=O)c2ccc3ccccc3c2)n1	0	-3	5	-2	5	-1.0	29	0.4	-1	-4
COC(=O)[C@H](C)NC(=O)Nc1ccc(OC)cc1OC	-1	2	10	-8	-26	-1.8	-9	-0.4	0	-8
O=C(Nc1nc2cc3c(cc2s1)OCCO3)c1ccco1	2	-4	6	1	-7	-1.0	-3	-1.8	0	1
O=[N+]([O-])c1ccc2c(c1)-c1ccccc1C2=NO	-3	-1	-46	-1	2	8.9	-4	-2.4	20*	1
Clc1cccc(Cl)c1OCCCCN1CCCCC1	-2	-3	2	3	-3	-0.3	4	0.4	-2	-1
COc1cccc(Cn2nc3c4cc(F)ccc4n(Cc4ccc(F)cc4)cc-3c2=O)c1	0	-1	15	-5	-6	-3.2	-19	-0.4	2	5
CCOc1ccc(N2CC(=O)SC2=S)cc1	-7	-4	-2	-3	-3	0.4	-4	-1.3	-2	2
O=C(COC(=O)c1ccc(-c2ccc([N+](=O)[O-])cc2)o1)NC(=O)NC1CCCCC1	1	-3	-42	-3	-7	7.3	-7	1.4	2	2
COc1ccccc1-c1csc(NC(=O)c2ccc(N3C(=O)CCC3=O)cc2)n1	1	1	-8	-2	1	1.1	-4	-1.7	2	0
CC1CCCN(CC(O)COCc2ccc3c(c2)OCO3)C1 (stereo not drawn)	3	2	0	-3	-1	0.1	-1	5.2	3	1
CCOC(=O)C1(CCOc2ccccc2)CCN(Cc2cc(OC)c(O)cc2Cl)CC1	1	-11	-48	-2	nt	10	-2	-0.3	-2	1
COc1ccc2cc(C(c3nnnn3C(C)(C)C)N3CCSCC3)c(=O)[nH]c2c1 (stereo not drawn)	-12	-8	11	0	0	-2.0	-1	0.2	0	0
CCc1ccccc1OCC(=O)OCC(=O)c1c(N)n(C)c(=O)n(C)c1=O	-4	-4	9	2	-1	-1.8	24	-1.2	0	-7
CC(Oc1ccc(Cl)cc1)C(=O)Nc1ccc(S(=O)(=O)Nc2nccs2)cc1 (stereo not drawn)	-6	4	1	-4	nt	-0.1	-20	-1.9	-2	0
CCOC(=O)[C@H]1[C@H]2COc3ccc(OC)cc3[C@@H]2N2C(=O)c3ccccc3NC(=O)[C@@]12C	-4	-11	-6	-6	0	1.0	-54	1.6	1	3
COc1cc(/C=N\NC(=O)CNC(=O)C(c2ccccc2)c2ccccc2)ccc1O	2	-6	1	-5	0	-0.1	-17	-0.7	2	4
CCC(=O)N1CCc2cc(S(=O)(=O)N3CCc4ccccc4C3)ccc21	-3	6	12	-9	1	-2.1	6	1.6	-1	-4
NS(=O)(=O)c1cccc(NC(=O)c2cc3ccccc3o2)c1	-4	5	-17	4	-3	3.0	12	2.4	-1	-5
O=C(Cc1ccc(Br)cc1)N/N=C/c1ccc(-c2cccc(C(=O)O)c2)o1	-4	-5	5	-3	-2	-0.8	-2	-6.9	-4	1
Cn1cc(S(=O)(=O)N2CCOCC2)cc1C(=O)NCc1ccccc1Cl	-6	3	13	1	nt	-2.3	-24	0.5	-2	8
O=C1CCCN1C(=O)COc1ccccc1[N+](=O)[O-]	2	-9	23	2	-2	-4.3	-12	-0.6	1	-3
